ANO1 activ: TMEM16A chloride channel activators or potentiators, primary screen, cell-based, HTS; 340,000 compounds, 0.3% hits; AID 623877, 2012; Anoctamin-1 (Mus musculus), Q8BHY3; B-score at 10 µM; HEK293 TMEM16A/YFP-H148Q/I152L, iodide quench fluorescence; hits give low values;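 active = fluorescence-ratio B-score plate-corrected deviation score at least 3 library SD below zero, with starting fluorescence score within 5 deviations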;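 also: channel opened by trigger with iodide after compound preincubation; score built on the fluorescence ratio of max minus min over baseline; more negative score means more quench and so TMEM16A activation or potentiation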
KCNK9 block: KCNK9 potassium channel inhibitors, primary screen, HEK293 cells, thallium flux; Potassium channel subfamily K member 9 (Homo sapiens), Q9NPC2; FluxOR thallium flux fluorescence; hits give low values; B-score at 10 µM; 310,000 compounds, 1.2% hits; AID 488922, 2010;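 active = ratio B-score over 3 SD below the library mean, with starting fluorescence within 5 SD of its mean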;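 also: negative B-score means less thallium flux so channel inhibition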
KCNQ1 inh: inhibitors of human KCNQ1 channel, primary screen, cell-based, thallium flux, high-throughput. Potassium voltage-gated channel subfamily KQT member 1 (Homo sapiens), P51787. CHO-K1 KCNQ1, FluxOR thallium flux fluorescence; hits give high values. B-score at 10 µM. 310,000 compounds, 1.3% hits;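 active = compounds whose thallium flux B-score, printed positive for inhibition, exceeds three library SD while starting fluorescence stays within three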;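 also: channel opened by potassium depolarization with thallium stimulus after 20 min compound exposure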
Target sequence (P51787 whole entry, looked up): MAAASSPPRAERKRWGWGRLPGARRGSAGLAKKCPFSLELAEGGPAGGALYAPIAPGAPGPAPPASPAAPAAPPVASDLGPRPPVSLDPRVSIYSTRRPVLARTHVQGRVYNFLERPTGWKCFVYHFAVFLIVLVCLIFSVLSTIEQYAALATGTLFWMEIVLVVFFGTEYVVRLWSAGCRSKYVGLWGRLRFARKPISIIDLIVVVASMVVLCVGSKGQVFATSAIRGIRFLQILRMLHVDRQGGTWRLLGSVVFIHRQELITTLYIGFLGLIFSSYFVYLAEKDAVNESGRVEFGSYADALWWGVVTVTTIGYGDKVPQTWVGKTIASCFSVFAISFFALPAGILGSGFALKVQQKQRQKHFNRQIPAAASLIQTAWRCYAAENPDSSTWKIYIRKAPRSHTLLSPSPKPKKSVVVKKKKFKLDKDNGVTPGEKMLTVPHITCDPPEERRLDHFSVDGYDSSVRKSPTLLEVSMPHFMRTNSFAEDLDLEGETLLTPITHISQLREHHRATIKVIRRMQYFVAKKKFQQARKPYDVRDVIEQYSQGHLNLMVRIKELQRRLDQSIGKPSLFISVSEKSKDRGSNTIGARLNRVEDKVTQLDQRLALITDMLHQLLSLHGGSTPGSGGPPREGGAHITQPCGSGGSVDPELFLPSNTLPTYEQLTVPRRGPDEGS
DYRK1A inh: rat Dyrk1A kinase inhibitors, primary screen, biochemical, single point, plate reader; ADP-Glo luminescence, NFATc1 peptide; inhibition, % at 12.5 µM; 310,000 compounds, 0.43% hits; AID 504441, 2011; in the data active = inhibition above about 50%;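 also: plate controls were vehicle with enzyme for no effect and no enzyme for full effect; many of its hits are not listed in these tables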
TRPC4 potent: positive allosteric modulators of TRPC4, primary screen, cell-based, mouse TRPC4beta, HEK293 mu-opioid, Fluo-4 calcium; Short transient receptor potential channel 4 (Mus musculus), Q9QUQ5; DAMGO EC20, Fluo-4 Ca2+ flux; hits give high values; B-score at 10 µM; 310,000 compounds, 0.42% hits;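 active = B-score of calcium response area above 5 SD of library B-scores, with initial fluorescence ratio within 5 SD of library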;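 also: B-score of integrated fluorescence ratio over time as area under calcium response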
HDAC3 inhib: HDAC3 deacetylase inhibitors, primary screen, biochemical, fluorescence, cell-free homogeneous; Histone deacetylase 3 (Homo sapiens), O15379; recombinant HDAC3, fluorogenic peptide/trypsin coupled; inhibition, % at 8.3 µM; 320,000 compounds, 0.15% hits; in the data active = inhibition above about 26%, passing the limit was not always enough
KCNK3 block: human KCNK3 channel inhibitors, primary screen, CHO cells, FluxOR thallium flux, B-score; B-score at 10 µM; 340,000 compounds, 0.84% hits; Potassium channel subfamily K member 3 (Homo sapiens), O14649; FluxOR fluorescence; hits give low values;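 active = B-score under library mean minus 4 SD, starting fluorescence ratio at most library mean plus 5 SD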;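 also: more negative B-score means stronger inhibition of thallium flux through KCNK3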
Target sequence (O14649 whole entry, looked up): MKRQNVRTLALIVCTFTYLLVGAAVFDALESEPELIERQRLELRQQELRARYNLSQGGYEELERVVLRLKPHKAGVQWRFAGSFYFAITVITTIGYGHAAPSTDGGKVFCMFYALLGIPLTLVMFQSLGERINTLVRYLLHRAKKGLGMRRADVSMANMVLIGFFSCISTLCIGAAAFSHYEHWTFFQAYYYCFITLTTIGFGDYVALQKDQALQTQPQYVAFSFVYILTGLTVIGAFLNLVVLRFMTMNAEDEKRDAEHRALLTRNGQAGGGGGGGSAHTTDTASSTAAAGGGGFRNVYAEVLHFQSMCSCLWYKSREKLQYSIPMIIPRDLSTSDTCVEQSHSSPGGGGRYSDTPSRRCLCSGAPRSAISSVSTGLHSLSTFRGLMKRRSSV
TRPC4 act: activators of mouse TRPC4 channel, primary screen, Fluo4 calcium, HEK293 TRPC4beta/mu-opioid cells | B-score at 10 µM | Fluo4 calcium fluorescence; hits give high values | Short transient receptor potential channel 4 (Mus musculus), Q9QUQ5 | 310,000 compounds, 0.49% hits | AID 2237, 2010;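 active = B-score above 5 SD of library B-scores, and initial fluorescence ratio not above library mean plus 5 SD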;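 also: positive B-score marks a calcium rise read as TRPC4 activation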
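Assay system: HEK293 stable line with TRPC4beta plus mu-opioid receptor. Times: dye 45 min RT, read 110 s. Measured by: kinetic Fluo4 calcium fluorescence. Measure: B score of integrated ratio. Controls: assay buffer as low control, maximal DAMGO as high control.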
hERG protect: hERG rescue from dofetilide block, primary screen, cell-based, CHO-hERG, FluxOR thallium flux, dofetilide IC70; Voltage-gated inwardly rectifying potassium channel KCNH2 (Homo sapiens), Q12809; dofetilide IC70 present; activation (rescue from dofetilide block), less the hit threshold, % at 10 µM; 310,000 compounds, 0.51% hits; AID 1511, 2009;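 active = activation above the mean of controls blocked by dofetilide plus 5 SD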;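 also: thallium influx through hERG after potassium depolarization seen as dye fluorescence rise; in these data hits start at about 4.7%; inactives centre near -7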
KCNQ1 act: potentiators or activators of KCNQ1 channel, primary screen, cell-based, thallium flux, high-throughput; Potassium voltage-gated channel subfamily KQT member 1 (Homo sapiens), P51787; CHO-K1 KCNQ1, thallium flux FluxOR fluorescence; hits give high values; 310,000 compounds, 0.35% hits; AID 2648, 2010; B-score at 10 µM;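 active = fluorescence ratio B-score, a plate-corrected score, at least three library SD, with initial intensity B-score within 5 SD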
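Material: CHO-K1 cells stably expressing KCNQ1. Medium: assay buffer for compound exposure, DMSO matched across wells. Reagent: K+/Tl+ depolarizing stimulus. Compound dosing: single-concentration screen. Times: 37 °C overnight plating, 90-min dark dye load, 20-min compound pretreatment. Technique: FluxOR Tl+ flux fluorescence.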
TMEM16A inh: TMEM16A chloride channel inhibitors, primary screen, cell-based, HTS. Anoctamin-1 (Mus musculus), Q8BHY3. HEK293 TMEM16A/YFP iodide influx fluorescence, ionomycin. normalized B-score (activity score, 25-100; higher = stronger inhibition) at 10 µM. 310,000 compounds, 1.2% hits;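 active = ratio plate-corrected score three or more library SD toward inhibition, starting fluorescence score within five deviations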;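 also: score derived from kinetic fluorescence span divided by baseline fluorescence per well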
* marks the source's active call; other numbers are inactive results; i = inactive; · = not tested or not shown. A portion of the library (hit frequency here may not be typical).

SMILES | ANO1 activ | KCNK9 block | KCNQ1 inh | DYRK1A inh | TRPC4 potent | HDAC3 inhib | KCNK3 block | TRPC4 act | hERG protect | KCNQ1 act | TMEM16A inh
COc1ccc(C2=NN(C(=O)CSc3nnc(C)n3C)C(c3ccco3)C2)cc1 (configuration not stated) | i | i | i | 4 | i | -2 | i | i | -6 | i | i
CC(C)Cc1c(O)nc(SCC(=O)N2CCCCCC2)[nH]c1=O | i | i | i | 7 | i | 2 | i | i | -10 | i | i
COc1ccc(-n2cnc3cc(NCc4ccco4)ccc32)cc1 | i | i | i | 10 | i | -1 | i | i | -22 | i | i
COc1ccc(/C(C)=N/NC(=O)c2ccccc2OCc2ccccc2)c(OC)c1 | i | i | i | -4 | i | 3 | i | i | -3 | i | i
COc1ccc(-c2[nH]ncc2Oc2ccccc2OC)c(O)c1 | i | i | i | 2 | i | 12 | i | i | -15 | i | i
CC(OC(=O)c1ccc(Cl)c(S(=O)(=O)N2CCCC2)c1)C(=O)NC1CCCCC1C (configuration not stated) | · | i | i | · | i | -1 | · | i | -7 | i | i
CN(C(=O)COC(=O)CCC(=O)c1ccccc1)c1c(N)n(Cc2ccccc2)c(=O)[nH]c1=O | i | i | i | 3 | i | 5 | i | i | -11 | i | i
O=S(=O)(Nc1ccccc1)c1cccc2nonc12 | i | i | i | · | i | 3 | i | i | -7 | i | i
COc1ccc(C(NC(C)=O)c2c(O)ccc3ccccc23)cc1OC (configuration not stated) | i | i | i | -5 | i | -7 | i | i | -7 | i | i
Cc1ccccc1NC(=O)CN1CCOCC1 | i | i | i | -1 | i | 1 | i | i | -8 | i | i
CCOC(=O)c1ccc(NC(=O)Cn2nnc3ccccc32)cc1 | i | i | i | -9 | i | -3 | i | i | -4 | i | i
COc1ccc(-c2cc(C)no2)cc1S(=O)(=O)N1CC(=O)Nc2ccccc21 | i | i | i | -3 | i | -2 | i | i | -7 | i | i
O=C(O)[C@@H]1CCCN1S(=O)(=O)c1cccc2cccnc12 | i | · | · | 1 | · | 1 | i | · | · | · | i
CCOC(=O)CNC(=O)CSc1ncnc2c1nnn2-c1ccc(F)cc1 | i | i | i | 2 | i | 0 | i | i | -4 | i | i
COc1ccc(/C=N/n2cncn2)cc1CSc1ccccn1 | i | i | i | 1 | i | -2 | i | i | -6 | i | i
CCOC(=O)c1c(NC(=S)N2CCCCC2)sc2c1CCN(C(=O)OCC)C2 | i | i | i | · | i | 0 | i | i | -10 | i | i
COc1ccccc1NC(=O)CCSc1ccc(C)cc1 | i | i | i | 2 | i | · | i | i | -17 | i | i
COc1ccc(NCc2nnc(SCC(=O)N3CCCc4ccccc43)n2C)cc1 | i | i | i | 7 | i | -2 | i | i | -7 | i | i
Cc1ccc(N(C(=O)c2ccccn2)C(C(=O)NC2CCCCC2)c2ccncc2)cc1 (configuration not stated) | i | i | i | 6 | i | -3 | i | i | -9 | i | i
CC(=O)C1=NN(c2ccccc2)C(c2ccc3c(c2)OCO3)N1c1ccccc1 (configuration not stated) | i | i | i | 2 | i | -8 | i | i | -16 | i | i
O=C(CCSCCC(=O)NCCN1CCOCC1)NCCN1CCOCC1 | i | i | i | -4 | i | · | i | i | -2 | i | i
O=C(CC1C(=O)NCCN1Cc1ccoc1)NCCCn1ncc2ccccc21 (configuration not stated) | i | i | i | -5 | i | 1 | i | i | 2 | i | i
CCc1ccc(S(=O)(=O)c2nnn3c2nc(N2CCOCC2)c2ccccc23)cc1 | i | i | i | -2 | i | -15 | i | i | -9 | i | i
CC(COc1ccccc1)N1CCC(CO)(Cc2ccccc2)CC1 (configuration not stated) | i | i | i | · | i | -3 | i | i | -1 | i | i
CC(C)c1nc(SCC(=O)c2c[nH]c3ccccc23)n[nH]1 | i | i | i | -6 | i | 6 | i | i | -12 | i | i
CC(c1ccccc1)n1c(-c2ccc(Cl)cc2)n[nH]c1=S (configuration not stated) | i | i | i | -4 | i | 3 | i | i | 7.8* | i | i
COc1ccc2nc(N/C(N)=N/C(=S)Nc3ccc(C)c(C)c3)nc(C)c2c1 | · | i | i | · | i | 3 | · | i | -10 | i | i
CN(C)S(=O)(=O)N1CCc2ccccc2C1 | i | i | i | 1 | i | 2 | i | i | -13 | i | i
COc1ccc(CCNC(=O)c2ccc(COc3ccccc3OC)o2)cc1 | i | i | i | 8 | i | 3 | i | i | -3 | i | i
O=C1CSCN1c1ccc(Cl)cc1 | i | i | i | 2 | i | -5 | i | i | -9 | i | i
O=C(c1ccc(-c2ccccc2)cc1)N1CCN(c2ccccc2)CC1 | i | i | i | 14 | i | -2 | i | i | -9 | i | i
Cc1cc(C(=O)CSc2n[nH]c(N)n2)c(C)n1C1CC1 | i | i | i | -6 | i | 7 | i | i | -4 | i | i
COC(=O)[C@@H]1CC[C@H](C)[C@@H](c2ccc(C)cc2)N1C(=O)c1ccc(/C=N/O[C@@H](C)CN2CCCCc3nc(C)c(C)cc32)cc1 | · | i | i | · | i | 5 | · | i | -15 | i | i
Cc1ccc(C)c(S(=O)(=O)Nc2cc(C)on2)c1 | i | i | i | · | i | 0 | i | i | -7 | i | i
CSc1nc2[nH]c3c(c2c2nnnn12)CCCC3 | i | i | i | 11 | i | -1 | i | i | -9 | i | i
O=C1CN(S(=O)(=O)c2ccc(Cl)cc2C(F)(F)F)CCN1 | i | i | i | 4 | i | 0 | i | i | -11 | i | i
Cc1ccc(C(=O)/C=C/Nc2ccc([N+](=O)[O-])cc2Br)cc1 | i | i | i | -2 | i | 3 | i | i | -6 | i | i
Cc1noc(C)c1S(=O)(=O)N(CC(=O)O)c1ccc2c(c1)OCO2 | i | i | i | -1 | i | 7 | i | i | -7 | i | i
CN(C)S(=O)(=O)c1cccc(C(=O)Nc2cccnc2)c1 | i | i | i | 1 | i | -3 | i | i | 2 | i | i
O=C(CSCCO)Nc1cccc(C(F)(F)F)c1 | i | i | i | 4 | i | -6 | i | i | -12 | i | i

Fetched by compound from the entries so far, 4 records:
SMILES | ANO1 activ | KCNK9 block | KCNQ1 inh | DYRK1A inh | TRPC4 potent | HDAC3 inhib | KCNK3 block | TRPC4 act | hERG protect | KCNQ1 act | TMEM16A inh
O=C1CN(S(=O)(=O)c2ccc(Cl)cc2C(F)(F)F)CCN1 | i | i | i | 4 | i | 0 | i | i | -11 | i | i
COc1ccc2nc(N/C(N)=N/C(=S)Nc3ccc(C)c(C)c3)nc(C)c2c1 | · | i | i | · | i | 3 | · | i | -10 | i | i
CN(C)S(=O)(=O)N1CCc2ccccc2C1 | i | i | i | 1 | i | 2 | i | i | -13 | i | i
CC(COc1ccccc1)N1CCC(CO)(Cc2ccccc2)CC1 (configuration not stated) | i | i | i | · | i | -3 | i | i | -1 | i | i

(list continues)
SMILES | ANO1 activ | KCNK9 block | KCNQ1 inh | DYRK1A inh | TRPC4 potent | HDAC3 inhib | KCNK3 block | TRPC4 act | hERG protect | KCNQ1 act | TMEM16A inh
O=C(C=C1CCN(c2ncc(C(F)(F)F)cc2Cl)CC1)NNC(=O)Nc1ccccc1 | i | i | i | -2 | i | 4 | i | i | -5 | i | i
Cc1ccccc1NC(=O)c1ccc([N+](=O)[O-])o1 | i | i | i | -2 | i | 6 | i | i | -8 | i | i
S=c1[nH]nc(-c2ccc3ccccc3n2)n1-c1ccccc1 | i | i | i | 1 | i | 5 | i | i | -5 | i | i
Cc1ccc(C(=O)NNC(=O)Cc2csc(-c3csc(C)n3)n2)cc1 | i | i | i | 7 | i | · | i | i | -3 | i | i
Cc1ccc(C2=CC(c3ccccc3)n3ncnc3N2)cc1 (configuration not stated) | i | i | i | -3 | i | -16 | i | i | -2 | i | i
O=C1NC(=S)N/C1=C\c1ccc(Oc2ccc(C(F)(F)F)cc2[N+](=O)[O-])c(Cl)c1 | i | i | i | -3 | i | -1 | i | i | -10 | i | i
COc1ccc(C2C(C#N)=C(N)Oc3n[nH]c(C)c32)cc1CN1CCN(c2ccc(F)cc2)CC1 (configuration not stated) | i | i | i | 4 | i | 6 | i | i | -7 | i | i
COc1ccc(COCC(O)CN2CCOCC2)cc1OC (configuration not stated) | i | i | i | -2 | i | -4 | i | i | -6 | i | i
Cc1ccc(-c2nnn(CC(=O)Nc3ccc(S(=O)(=O)N4CCC(C)CC4)cc3)n2)cc1 | i | i | i | 5 | i | 4 | i | i | -12 | i | i
CCOC(=O)c1c(NC(=O)C(=O)N/N=C/c2ccc(OCC)cc2)sc2c1CCCCC2 | i | i | i | 16 | i | -2 | i | i | -10 | i | i
COc1ccc(CCNC(=O)[C@H](C)N2C(=O)N3CCc4c([nH]c5ccccc45)[C@@]3(C)C2=O)cc1 | i | i | i | 9 | i | -7 | i | i | -14 | i | i
Cc1ccc([N+](=O)[O-])cc1NC(=O)/C=C/C(=O)O | i | i | i | -3 | i | -1 | i | i | -5 | i | i
COc1cccc(-c2nnc(N(C)C(=O)C3CCOC3)s2)c1 (configuration not stated) | i | i | i | 5 | i | -19 | i | i | -3 | i | i
Nc1c(C(=O)NCc2ccccc2)c2nc3ccccc3nc2n1-c1ccc2c(c1)OCO2 | i | i | i | -6 | i | 7 | i | i | -10 | i | i
Cc1ccc2[nH]c3c(c2c1)CN(C(=O)CN1CCCCC1)CC3 | · | i | i | · | i | -1 | · | i | -2 | i | i
COc1ccc(C(=O)NC(=S)Nc2nc(C)c(C(=O)N(C)C)s2)cc1 | i | i | i | 2 | i | -2 | i | i | -11 | i | i
Cc1ccc(N2C(=O)C3CCCN3C2=S)cc1Cl (configuration not stated) | i | i | i | -3 | i | 3 | i | i | -4 | i | i
CCOC(=O)c1[nH]c2ccc(Cl)cc2c1NC(=O)c1nonc1C | i | i | i | 2 | i | 3 | i | i | -16 | i | i
